# HEK293 viab = reduces viability of HEK-293 SNCA reporter cells; HEK-293-SNCA-luc viability, GF-AFC fluorescence, 24 h; Potency, µM (top dose mostly 57.1 µM), without a hit: top-dose activity change, negative = cytotoxicity, hits mostly cytotoxic; actives 0.12% (n = 150,000);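 also: potency is read from the fitted curve at half-maximal effect; 0% = DMSO-treated cells and -100% = medium-only wells without cells; nearly all actives have a fitted effect of over 30% in size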
#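 Cytotoxicity counterscreen: after 24 h compound treatment of genome-edited SNCA-luciferase HEK-293 cells, live-cell protease substrate GF-AFC read by fluorescence after 30 min; activity scaled between DMSO (0%) and medium-only (-100%), curves Hill-fitted.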
# GPT2 inhibitor = inhibitors of human GPT2 alanine aminotransferase; Recombinant GPT2, coupled pyruvate oxidase/HRP Amplex Red fluorescence; Potency, µM (doses to about 57.7 µM), for inactives: at the highest dose activity change, negative = inhibition, hits mostly inhibitors; actives 0.25% (n = 100,000); AID 1671188; also: potency is read from the fitted curve at half-maximal effect; nearly all actives have a fitted effect of over 60% in size; many of its hits are not listed in these tables
#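 Fluorescence of coupled pyruvate oxidase/HRP/Amplex Red system (50uM Amplex, 30 min, dark) reports pyruvate formed by GPT2. Enzyme reaction: 10ng/uL GPT2, 2mM L-alanine, 250uM a-KG, 30 min room temperature, pH 7.5; 50uM AOA control.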
# Luciferase inh = blocks purified firefly luciferase enzyme activity; P08659; purified P. pyralis luciferase, luminescence, biochemical; Potency, µM (doses to about 115 µM), for the others: top-dose activity change, negative = inhibition, usual class: inhibitors; actives 2.5% (n = 76,000); AID 1347043; also: potency is read from the fitted curve at half-maximal effect; nearly all actives have a fitted effect of over 65% in size
# Target sequence (P08659 whole entry, looked up): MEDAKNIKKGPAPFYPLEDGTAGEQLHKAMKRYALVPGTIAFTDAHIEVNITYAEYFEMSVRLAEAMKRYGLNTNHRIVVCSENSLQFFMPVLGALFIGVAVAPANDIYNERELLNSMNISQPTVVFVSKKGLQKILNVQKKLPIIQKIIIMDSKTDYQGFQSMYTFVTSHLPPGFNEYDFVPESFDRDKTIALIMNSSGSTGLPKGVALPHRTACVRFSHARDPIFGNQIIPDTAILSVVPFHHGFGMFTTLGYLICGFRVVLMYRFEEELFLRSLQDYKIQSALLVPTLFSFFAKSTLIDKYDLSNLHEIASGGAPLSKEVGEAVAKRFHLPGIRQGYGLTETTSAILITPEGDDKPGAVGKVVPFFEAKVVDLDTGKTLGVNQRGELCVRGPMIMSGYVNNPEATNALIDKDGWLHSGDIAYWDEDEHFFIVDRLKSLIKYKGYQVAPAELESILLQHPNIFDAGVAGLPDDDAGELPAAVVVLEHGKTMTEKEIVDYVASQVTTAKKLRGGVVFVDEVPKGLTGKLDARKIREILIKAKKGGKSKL
#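 Inhibitors were tested against purified firefly luciferase in a biochemical, low-substrate format (both substrates at 10uM) and luminescence measured with a CCD imager.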
# HEK cytotox = kills HEK 293 cells | Potency, µM (top dose mostly 115 µM), inactives show top-dose activity change, negative = cytotoxicity, most hits filed as inhibitors | HEK 293 viability, ATP luminescence (CellTiter-Glo), 48-72 h | actives 6.6% (n = 94,000); also: potency is read from the fitted curve at half-maximal effect; nearly all actives have a fitted effect of over 60% in size
#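 HEK 293 cells at 250 cells/well were exposed to compounds by pintool transfer for 48 or 72 hr at 37 degree Celsius, 5% CO2. Viability was read as ATP-coupled luminescence with CellTiter-Glo after 10 min at room temperature.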
# NIH3T3 tox = cytotoxic compounds in NIH 3T3 cells; NIH 3T3 viability, CellTiter-Glo ATP luminescence, 48-72 h; Potency, µM (highest dose often 96.7 µM), for inactives: at the top dose activity change, negative = cytotoxicity, actives largely listed as inhibitors; AID 1345082; actives 4.3% (n = 94,000); also: potency is read from the fitted curve at half-maximal effect; nearly all actives have a fitted effect of over 55% in size
#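 Mouse fibroblast NIH 3T3 cells, 400 per well, received compound via pintool and were incubated for 48 or 72 hr prior to CellTiter-Glo ATP luminescence measurement.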
# IP6K1 inh = blocks human inositol hexakisphosphate kinase 1 | IP6K1 kinase, ADP-Glo luminescence, 2 h; hits give low values | actives 0.81% (n = 140,000) | AID 1645851 | Q92551 | activity change, % (series mostly up to about 58 µM); in the data active = activity change below about -25%
# Target sequence (Q92551 whole entry, looked up): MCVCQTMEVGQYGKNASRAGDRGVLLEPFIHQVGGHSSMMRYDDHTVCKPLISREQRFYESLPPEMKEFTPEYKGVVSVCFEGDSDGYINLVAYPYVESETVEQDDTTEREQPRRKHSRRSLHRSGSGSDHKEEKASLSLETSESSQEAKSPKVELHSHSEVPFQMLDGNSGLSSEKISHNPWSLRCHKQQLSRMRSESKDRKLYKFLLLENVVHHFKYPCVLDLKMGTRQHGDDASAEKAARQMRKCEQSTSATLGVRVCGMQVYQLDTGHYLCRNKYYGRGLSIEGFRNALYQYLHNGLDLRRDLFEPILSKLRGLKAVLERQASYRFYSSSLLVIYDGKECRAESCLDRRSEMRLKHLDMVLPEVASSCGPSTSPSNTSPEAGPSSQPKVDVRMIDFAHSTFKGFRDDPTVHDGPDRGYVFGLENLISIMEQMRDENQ
#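 ADP-Glo luminescence measures ADP made by human IP6K1 during a 2 h RT reaction with ATP/IP6 (mix at 1.3 mM/130 uM); top library doses 57.5 and 19.1 uM final.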
# SNCA expr inhib = inhibitors of alpha-synuclein (SNCA) gene expression; Potency, µM (top dose mostly 57.2 µM), inactives show at the top dose activity change, negative = inhibition, actives largely listed as inhibitors; actives 0.17% (n = 140,000); HEK-293 SNCA-luciferase knock-in, luminescence, 24 h;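 also: potency is read from the fitted curve at half-maximal effect; plate controls were DMSO cells for no effect and cell-free wells for full effect; nearly all actives have a fitted effect of over 45% in size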
# An asterisk follows results filed as active; i = inactive; u = inconclusive; x = no result given; [ ] = another dose, or the depositor's remark. Unless noted, calls follow the shape of the dose curve; as a rule, active = well fitted curve in the direction sought with a large enough effect; inconclusive = small, poorly fitted or top-dose-only effect, or another doubt; inactive = no such curve, though single readings can be large; an effect the other way counts as inactive or inconclusive. Unless noted, % is scaled to controls: 0 for no effect and ±100 for the full control effect. This is a subset, so the mix of outcomes need not match the whole.
SMILES,HEK293 viab,GPT2 inhibitor,Luciferase inh,HEK cytotox,NIH3T3 tox,IP6K1 inh,SNCA expr inhib
C[C@@]1(O)CCN(C(=O)CCCS(N)(=O)=O)C[C@@H]1Cc1ccccc1,0.0%,i,0.0%,-20.5%,i,14.9,u
CCOc1cc(/C=C(\C#N)C(=O)NCC2CCCO2)ccc1O (configuration not stated),-23.8%,x,x,x,x,-7.6,8.3%
CC(C)NC(=O)C1CCC(=O)N1C1CCN(C(=O)c2ccc(Cl)cc2)CC1 (configuration not stated),-1.3%,i,x,i,-10.8%,7.8,-0.2%
CCN(CC)CCNC(=O)Cn1cnc2sc(C)c(S(=O)(=O)N3CCN(c4ccccc4OC)CC3)c2c1=O,3.8%,x,x,x,x,3.8,4.9%
CCOc1ccc(S(=O)(=O)NCc2nc3cccnc3n2Cc2ccccc2OC)cc1,-19.3%,x,x,x,x,10.7,19.7%
COc1ccc(CCNC(=O)c2noc(-c3ccc[nH]c3=O)n2)cc1OC,2.2%,i,-15.1%,5.3%,-26.1%,-0.2,1.8%
O=C(Cn1ccnc1)N1CCC(N2C(=O)C3(CCCC3)C2c2ccccc2)CC1 (configuration not stated),8.5%[12.5 µM],-16.4%,-1.4%,-23.0%,-30.1%,17.7,-21.0%
CC(C(=O)Nc1nccs1)N1CCN(c2nccnc2C#N)CC1 (configuration not stated),3.7%,0.5%,-0.1%,-5.9%,3.5%,-4.3,3.8%
Cn1nccc1CN1CCC2(Cc3ccccc3NC2=O)C1 (configuration not stated),6.0%[87.6 µM],i,-3.1%[172 µM],i,-17.9%[138 µM],4.7,20.5%[87.6 µM]
CC(C)C1=NOC2(CCN(Cc3ccc(F)cc3)CC2)C1,-1.1%[87.6 µM],-10.5%[88.5 µM],1.4%[172 µM],-29.6%[172 µM],u,-3.4,6.3%[87.6 µM]
C=C1CC[C@@H]2[C@](C)(CO[C@@H]3O[C@H](CO)[C@@H](O)[C@H](O)[C@H]3O)CCC[C@@]2(C)[C@@H]1CCC1=CCOC1=O,-10.7%[23.9 µM],-9.8%[27.3 µM],x,x,x,14.1,x
c1cc2c(cc1OC1CN(CC3CCCCC3)C1)OCO2,-13.6%[87.6 µM],i,x,u,-18.6%[138 µM],0.2,12.8%[87.6 µM]
Cc1ccc(N2CCN(C(=O)C[C@H]3NC(=O)c4ccccc4NC3=O)CC2)c(C)c1,-4.6%,i,3.3%,u,u,5.3,8.4%
COCC1CCCN1S(=O)(=O)c1ccc2c(c1)CN(C(=O)COC(C)C)CC2 (configuration not stated),7.6%,-0.6%,0.0%,i,-5.5%,1.3,5.4%
COC(=O)[C@@H]1Cc2ncn(C(C)C)c2CN1S(=O)(=O)c1ccc(C#N)cc1,4.7%[87.6 µM],-0.8%[88.5 µM],-5.3%[172 µM],2.4%[172 µM],-16.9%[174 µM],2.2,-11.8%[87.6 µM]
Cn1c(=O)n(CCCc2ccccc2)c(=O)c2c1nc1n2CCN1c1ccccc1,0.8%,x,x,x,x,6.1,4.4%
O=C(NCCCc1ccccc1)c1ccc(CN2C(=O)NC3(CCOCC3)C2=O)cc1,5.7%,-14.4%,-15.9%,u,-25.6%,8.5,-20.0%
NC(=O)CN1CC2(CCC1=O)CCN(C[C@@H](O)CO)CC2,-1.1%,i,-0.6%,9.3%,i,1.8,18.0%
OC(c1nc(Nc2ccc(Oc3ccccc3)cc2)n[nH]1)C1CC1 (configuration not stated),6.6%[87.6 µM],-10.2%[88.5 µM],14.1µM*,u,u,-7.4,56.3%[activator][87.6 µM]
CC(=O)N1CCC[C@H]1C(=O)N1CCc2nc(C)nc(NC3CC3)c2CC1,3.2%,-18.5%,8.3%,i,-0.9%,3.1,u
Cc1ccccc1S(=O)(=O)N1C[C@@H]2CCCN3CCC[C@@H]([C@H]23)[C@H]1CCCC(=O)N1CCOCC1,-2.5%,3.4%,-7.0%,-3.5%,1.3%,-11.6,-10.9%
COCCNC(=O)[C@H]1C[C@H](Oc2cccnc2)CN1C(=O)Cc1ccccc1,-7.4%,0.3%,-4.2%,1.2%,i,9.4,9.2%
Cc1cc(C)cc(N(C)S(=O)(=O)c2nnc(NC(=O)COc3ccc(Cl)cc3)s2)c1,-5.3%,x,x,x,x,-10.1,u
CCc1nc(-c2ccc(OC3CCN(S(=O)(=O)c4cn(C)cn4)C3)cc2)no1 (configuration not stated),-12.6%,i,-0.2%,u,-8.0%,2.5,-28.6%
COc1ccc(CNC(=O)C2CCN(C(=O)c3nnn4c3COC(c3ccc(C)cc3)C4)CC2)cc1 (configuration not stated),16.7%,i,-6.8%,1.4%,i,5.5,18.6%

# Whole records, quoted from the list. Order of values: HEK293 viab | GPT2 inhibitor | Luciferase inh | HEK cytotox | NIH3T3 tox | IP6K1 inh | SNCA expr inhib
# Record of Cc1ccccc1S(=O)(=O)N1C[C@@H]2CCCN3CCC[C@@H]([C@H]23)[C@H]1CCCC(=O)N1CCOCC1 → -2.5% | 3.4% | -7.0% | -3.5% | 1.3% | -11.6 | -10.9%
# Record of Cn1nccc1CN1CCC2(Cc3ccccc3NC2=O)C1 (configuration not stated) → 6.0%[87.6 µM] | i | -3.1%[172 µM] | i | -17.9%[138 µM] | 4.7 | 20.5%[87.6 µM]
# Record of c1cc2c(cc1OC1CN(CC3CCCCC3)C1)OCO2 → -13.6%[87.6 µM] | i | x | u | -18.6%[138 µM] | 0.2 | 12.8%[87.6 µM]

# Other compounds follow:
SMILES,HEK293 viab,GPT2 inhibitor,Luciferase inh,HEK cytotox,NIH3T3 tox,IP6K1 inh,SNCA expr inhib
O=C(c1cc(C2CC2)nc2onc(C3CCNCC3)c12)N1CCOCC1,4.6%,i,x,1.0%,u,1.2,-4.9%
Cc1ccc(NC(=O)CCn2nc(C)c3c(C)n(-c4ccccc4)nc3c2=O)cc1Cl,4.1%,x,x,x,x,33.5,-1.4%
COC(=O)c1ccc(CN2C(=O)[C@@H]3C[C@@H](O)CN3C3(CN(C(C)C)C3)C2=O)cc1,-0.1%[87.6 µM],i,2.1%[172 µM],i,1.2%[174 µM],-11.5,-15.0%[87.6 µM]
Cc1ccc(C)c(N2CCN(C(=O)C(C)n3c(C)c4cnn(-c5ccccc5)c(=O)c4c3C)CC2)c1 (configuration not stated),3.2%,x,x,x,x,-21.3,27.4%
COc1ccc(-c2cn3c(n2)sc2cc(C(=O)NCc4cccc(F)c4)ccc23)cc1,4.8%,x,x,x,x,10.8,91.5%[activator]
Cc1cccc(-c2nc3ccc(C(=O)NCc4ccccc4)cc3o2)n1,5.2%,i,x,u,u,11.6,83.6%[activator]
CC(=O)N1CCCC(N2C(=O)c3c(c(C)nn3-c3ccccc3)C2C)C1 (configuration not stated),x,x,x,-6.9%,-16.1%,5.4,x
COCCOC1CCN(S(=O)(=O)c2cn(C)cn2)CC1,-4.2%[12.5 µM],-3.0%,-8.3%,7.0%,3.5%,1.0,2.2%
O=C(Cc1cccnc1)N1CCC2(CC1)CC(CCOc1ccc(F)cc1)CCO2 (configuration not stated),-1.8%,i,x,u,u,7.6,u
Cc1cccc(NC(=O)CSc2nc(C)cc(C)c2C(=O)Nc2ccc(Cl)cc2)c1,8.5%,x,x,x,x,-7.8,16.5%
CCCc1noc(-c2cn(C3CCN(C(=O)c4ccc(C#N)cc4)CC3)nn2)n1,-13.1%,2.1%,0.9%,-2.0%,u,3.2,u
Cc1ccc(N2C(=O)N(Cc3cc(=O)n4ccccc4n3)c3ccccc3S2(=O)=O)cc1Cl,u,x,x,x,x,7.0,u
COc1ccccc1-c1cccc(C(=O)N2CCN(C(=O)c3ccc(C)cc3)CC2)c1,2.1%[12.5 µM],i,x,39.8µM*,u,3.9,15.1%
Cc1cnc(CC2CCN(C(=O)Cc3cccc(F)c3)CC2)n1CC1CC1,0.3%,i,2.7%,-21.3%,-7.3%,9.9,2.3%
Cc1ccc(NC(=O)CCNS(=O)(=O)c2cccc3nonc23)cc1Cl,-10.7%,x,x,x,x,5.3,u
COc1cc(OC)cc(-c2nc3nc(C)c(CCC(=O)Nc4cc(C)cc(C)c4)c(C)n3n2)c1,3.1%,x,x,x,x,16.8,-2.4%
Cc1oc(C(O)c2ccccc2F)nc1C(=O)Nc1ccc2[nH]c(=O)[nH]c2c1 (configuration not stated),1.1%[87.6 µM],i,-1.6%[172 µM],u,u,-5.4,-10.5%[87.6 µM]
O=C(N[C@H](C1CCNCC1)C1CC(O)C1)c1ccc2nccnc2c1 (some centres not stated),6.8%,3.4%,-3.1%,3.2%,-1.2%,2.0,-19.2%
CC(C)CCN1CCC2(CC1)C(=O)NCN2Cc1ccc(Cl)cc1,4.9%,-6.2%,-1.9%,1.5%,-9.6%,7.2,13.5%
Cc1oc2ncn(CC(C)C)c(=O)c2c1C(=O)N1CCN(c2ccccc2F)CC1,10.7%,x,x,x,x,32.0,53.2%[activator]
Cc1nc2ccc(C(=O)N3CC(=O)N(c4ccc(Cl)cc4)CC3C)cc2[nH]1 (configuration not stated),2.6%,2.0%,-0.3%,-1.7%,-5.5%,7.5,u
O=C(Nc1ccc(C(F)(F)F)cc1)N1CCCC(Cn2c(C3CC3)nc3cccnc32)C1 (configuration not stated),-11.0%,i,2.1%,39.8µM*,31.6µM*,6.1,-13.3%
COc1ccc(CNc2nc(-c3ccccc3)nn2C(=O)c2ccccc2OC)cc1,5.3%,x,x,x,x,47.4,60.2%[activator]
CCOc1ccc(OCC)c(NC(=O)CCn2ccn3nc4c(c3c2=O)CCCC4)c1,-18.2%,-7.9%,0.8%,u,-25.8%,5.3,-28.2%
CCC(C)NC(=O)Cn1c(C)ccc(NC(=O)Nc2ccc(C)cc2)c1=O (configuration not stated),-1.5%,-12.1%,2µM*,u,u,-7.6,20.2%
# The list continues:
SMILES,HEK293 viab,GPT2 inhibitor,Luciferase inh,HEK cytotox,NIH3T3 tox,IP6K1 inh,SNCA expr inhib
c1ccc(-c2noc(-c3cncnc3NCc3cccs3)n2)cc1,1.6%,i,-7.6%,i,i,-12.2,7.6%
COc1ccc(NC(=O)CN2C(=O)COc3ccc(S(=O)(=O)N4CCOCC4)cc32)cc1Cl,-15.7%,x,x,x,x,3.8,-0.1%
COc1ccc(C(=O)N(C)C2CCc3nnc(C)n3CC2)cc1F (configuration not stated),-1.5%,0.5%,-0.9%,-6.2%,-0.2%,-8.9,-0.9%
COc1cccc(NC(=O)Cn2c(=O)n(CC(=O)NCCc3ccccc3)c(=O)c3sccc32)c1,2.8%,x,x,x,x,3.9,-26.8%
Cc1ccc2nc(N3CCN(c4cccc(Cl)c4)CC3)c(-n3nc(C)cc3C)nc2c1,7.6%,x,x,x,x,-1.3,-21.6%
COC(=O)[C@H](NC(=O)[C@@H]1C[C@H](NC(=O)NC(C)C)CN1C(=O)CSC)C(C)C,3.6%[87.6 µM],-5.2%[88.5 µM],-1.1%[172 µM],4.1%[172 µM],-4.2%[138 µM],-11.4,5.9%[87.6 µM]
Cn1cc(Nc2ccc(Cl)cc2)c2nc(CN3CC[S+](=O)([O-])CC3)cn2c1=O,-2.4%[87.6 µM],u,3.6%[172 µM],u,u,13.6,10.3%[87.6 µM]

# Compound activity from PubChem BioAssay.
